Abeta rescue = compounds reversing amyloid beta toxicity in yeast; Potency, µM (doses to about 46.1 µM), inactives show top-dose growth rescue, hits mostly activators; yeast expressing A-beta42, growth rescue, OD600, 48 h; response scale: 0% DMSO, 100% iron-clioquinol control; hit rate 0.063% among 410,000; note: potency is the fitted concentration of half-maximal effect; nearly all actives have a fitted effect of over 55% in size
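Yeast A-beta toxicity model in growth medium with pinned compounds, 48 h at 30 C; growth read as absorbance at 600 nm. Normalized to FeCl3/clioquinol equimolar mix (positive) and DMSO (negative).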
EPAC1 antag = antagonists of human EPAC1; Potency, µM (titrated, usually from 115 µM), without a hit: top-dose activity change, negative = inhibition, most hits filed as inhibitors; EPAC1 GEF assay, Rap1b-BODIPY-GDP exchange fluorescence; hit rate 0.14% among 360,000; O95398;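 note: potency is the fitted concentration of half-maximal effect; plate controls were vehicle for no effect and positive control for full effect; nearly all actives have a fitted effect of over 50% in size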
Target sequence (O95398 whole entry, looked up): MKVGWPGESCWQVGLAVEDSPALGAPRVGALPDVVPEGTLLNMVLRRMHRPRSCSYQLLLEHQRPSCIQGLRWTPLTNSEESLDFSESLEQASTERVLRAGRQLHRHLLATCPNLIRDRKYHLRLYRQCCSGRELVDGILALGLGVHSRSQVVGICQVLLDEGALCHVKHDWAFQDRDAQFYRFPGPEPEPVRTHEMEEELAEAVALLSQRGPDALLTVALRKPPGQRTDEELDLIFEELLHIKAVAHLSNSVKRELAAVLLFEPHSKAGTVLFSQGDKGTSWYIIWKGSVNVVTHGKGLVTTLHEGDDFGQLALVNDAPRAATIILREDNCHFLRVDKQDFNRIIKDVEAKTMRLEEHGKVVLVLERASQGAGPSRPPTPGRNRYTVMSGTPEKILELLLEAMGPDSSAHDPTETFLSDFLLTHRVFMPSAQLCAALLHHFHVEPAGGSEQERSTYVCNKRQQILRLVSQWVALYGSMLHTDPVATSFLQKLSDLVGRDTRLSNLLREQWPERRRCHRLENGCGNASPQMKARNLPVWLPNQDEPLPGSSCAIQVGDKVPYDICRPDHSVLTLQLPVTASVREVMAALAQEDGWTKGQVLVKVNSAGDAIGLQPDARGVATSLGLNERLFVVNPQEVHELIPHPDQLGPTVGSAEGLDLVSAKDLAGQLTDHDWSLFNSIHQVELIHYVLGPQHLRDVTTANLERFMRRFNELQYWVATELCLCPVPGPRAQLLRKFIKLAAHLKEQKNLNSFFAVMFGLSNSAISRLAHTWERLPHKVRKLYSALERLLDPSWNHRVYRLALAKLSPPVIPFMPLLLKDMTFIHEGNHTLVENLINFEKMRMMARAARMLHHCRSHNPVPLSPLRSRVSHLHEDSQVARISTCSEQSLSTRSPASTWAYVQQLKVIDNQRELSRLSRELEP
IL2 activator = IL-2 activation. IL-2 activation reporter assay, cell-based qHTS; stimulated with anti-CD3/CD4/CD28 beads; in transgenic mouse T cells. activation, % (series mostly up to about 46 µM). AID 652025. hit rate 0.065% among 360,000; in the data active = activation above about 50%; inconclusive = mostly about 30% to 49%; note: 0% is about no effect
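Readout is EGFP and DsRed signal by fluorescent plate cytometry after 18 h at 37 degrees C. Transgenic mouse T cells (750/well) received compound for 60 min before bead stimulation (anti-CD3, anti-CD4, anti-CD28); memory T cells served as non-tolerant control.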
PI5P4K alpha inh = inhibitors of human PI5P4K alpha | PI5P4Kalpha enzyme, ADP-Glo luminescence, 60 min; active compounds read low | AID 652105 | hit rate 1.2% among 330,000 | P48426 | max response, %; active = max response of -50% or lower; inconclusive = between -30% and -50%; inactive = -30% or higher; note: value at the top dose of about 77 µM; % is set by controls: 0 for no effect and ±100 for the full control effect
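Luminescence from ADP-Glo served as readout of PI5P4Kalpha activity in a qHTS format. Reaction: enzyme, substrate, compound, ATP at 5 microM final, 60 min at RT.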
aSyn yeast inh = alpha-synuclein toxicity inhibition in yeast; Yeast expressing alpha-synuclein, growth rescue, BacTiter-Glo, 24 h; Potency, µM (series often up to 46.1 µM), inactives show at the highest dose growth rescue (activation), most hits filed as activators; hit rate 0.14% among 370,000; AID 652106; note: potency is the fitted concentration of half-maximal effect; % of control where 0% means no effect; nearly all actives have a fitted effect of over 65% in size
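Screening used galactose-induced yeast with toxic alpha-synuclein levels, exposed to compound for 24 hr at 30 deg C. Cell growth, read with BacTiter-Glo luminescence, gave the measured signal.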
EPAC1 agonist = EPAC1 (human) agonism | hit rate 0.073% among 360,000 | AID 720707 | EPAC1 agonist qHTS, biochemical assay; response scale: 100% = response to 6.5 mM cAMP | Potency, µM (highest dose often 154 µM), inactives show at the highest dose activation, actives largely listed as activators | O95398; note: potency is the fitted concentration of half-maximal effect; nearly all actives have a fitted effect of over 60% in size
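Fluorescent GDP-exchange assay: 100 nM EPAC1 with 250 nM Rap1B preloaded with BODIPY-GDP and 50 uM GDP; compounds tested as concentration series, 5 min at room temperature, then read every 5 min for 30 min (ex 480/em 540 nm); normalized to 6.5 mM cAMP.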
PLK1 PBD inh = inhibitors of human PLK1 polo-box domain binding. hit rate 2.8% among 360,000. Potency, µM, for inactives: max response, negative = inhibition, hits mostly inhibitors. P53350. AID 720504. Plk1 PBD binding of FITC phosphopeptide, fluorescence polarization; note: potency is the fitted concentration of half-maximal effect; series mostly up to about 57 µM; % is set by controls: 0 for no effect and ±100 for the full control effect; nearly all actives have a fitted effect of over 65% in size
FUS yeast rescue = FUS proteinopathy suppression in yeast | Potency, µM (highest dose often 76.6 µM), for the others: at the top dose growth rescue (activation), usual class: activators | S. cerevisiae FUS-expressing, growth rescue, OD600, 24 h | hit rate 0.24% among 390,000;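 note: potency is the fitted concentration of half-maximal effect; plate controls were DMSO vehicle for no effect and reference control for full effect; nearly all actives have a fitted effect of over 55% in size; some results filed as inactive show a strong effect at the top dose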
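FUS-expressing yeast, raffinose-pregrown, induced in 2% galactose minimal medium at OD 0.005; compounds in a dilution series, 24hr at 30C. Growth restoration read as absorbance at 600 nm. CP55940 positive control, DMSO negative.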
WRN inhibitor = blocks human WRN helicase; WRN helicase unwinding, fluorescent forked duplex, kinetic; Potency, µM (titrated, usually from 114 µM), for the others: top-dose activity change, negative = inhibition, usual class: inhibitors; hit rate 0.46% among 360,000; AID 651768; note: potency is the fitted concentration of half-maximal effect; % is set by controls: 0 for no effect and ±100 for the full control effect; nearly all actives have a fitted effect of over 55% in size
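Primary qHTS, 1536-well format. 20 nM WRN + compound, 15 min RT; start with 100 nM forked fluorophore/quencher duplex, 2 mM ATP (final); kinetic read ex 525/em 598 nm.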
Starred values were filed as active, the others as inactive; u = inconclusive; x = not tested or not shown; [ ] = another dose, or the depositor's remark. Unless noted, calls come from the whole dose curve; as a rule, active = well fitted curve in the direction sought with a large enough effect; inconclusive = small, poorly fitted or top-dose-only effect, or another doubt; inactive = no such curve, though single readings can be large; an effect the other way counts as inactive or inconclusive.

SMILES	Abeta rescue	EPAC1 antag	IL2 activator	PI5P4K alpha inh	aSyn yeast inh	EPAC1 agonist	PLK1 PBD inh	FUS yeast rescue	WRN inhibitor
COc1ccc(N=c2oc3cc(O)ccc3cc2C(=O)NCC2CCCO2)c(OC)c1 (stereo not drawn)	13.2%	5.8%	5.8	x	1.4%	9.1%	-12.8%	17.6%	-6.7%
O=C1Cc2cc(S(=O)(=O)N3CCN(c4ccc(C(=O)O)cc4)CC3)ccc2N1	-8.9%	-4.9%	-1.0	x	x	7.9%	x	42.6%	x
COc1ccc(N2C(=O)CC(N3CCN(c4ccc(Cl)cc4)CC3)C2=O)cc1 (stereo not drawn)	12.4%	-8.3%	0.2	6.8	27.3%	10.1%	-7.3%	-6.5%	-1.9%
Cn1c(N)c(N=O)c(=O)n(C)c1=O	13.3%	10.0%	-1.2	0.2	-8.3%	-0.8%	-0.3%	-8.6%	0.1%
CC(NC(=O)c1cccs1)c1n[nH]c(=S)n1C (stereo not drawn)	-1.6%	6.4%	-2.0	-7.4	6.5%	-8.5%	-8.4%	x	11.6%
NC(=O)c1ncn([C@@H]2O[C@H](CNCc3ccccc3OCc3ccc(Cl)cc3Cl)[C@@H](O)[C@H]2O)n1	-0.4%	-12.8%	0.4	-8.1	0.4%	-19.4%	-13.4%	-15.5%	4.5%
CCCCN(C)CCCNC(=O)/C=C1\Sc2ccccc2NC1=O	x	-10.1%	0.3	-0.1	-8.2%	3.4%	-7.0%	-9.1%	2.3%
O=S(=O)(Cc1ccccc1)c1ccccc1-c1nnc(-c2ccccc2)o1	2.2%[9.22 µM]	-12.3%	2.0	13.1	-1.1%	-3.9%	-2.3%	-24.9%	-30.3%
CCCNC(=O)C(=O)Nc1cc2c3c(c1)CCC(=O)N3CCC2	1.5%	-7.3%	1.1	-0.3	8.5%	0.0%	7.9%	-12.3%	-6.5%
O=C(COC(=O)CNC(=O)c1ccccc1F)Nc1ccc(Cl)cn1	-1.7%	-9.2%	3.2	3.1	-7.7%	-3.5%	-4.3%	-14.5%	-25.5%
CCc1c(C)sc(NC(=S)N2CCN(S(C)(=O)=O)CC2)c1C(=O)OC	-7.2%	-14.4%	-2.8	2.0	-4.4%	8.7%	-17.2%	-31.6%	2.6%
CCOc1ccccc1C(=O)Nc1cccc2ccccc12	6.5%	-6.3%	-4.0	11.9	3.5%	20.7%	-7.8%	-7.1%	-5.6%
O=C(NCCO)c1ccc(-c2ccc3nncn3c2)cc1	0.1%	-3.6%	-0.7	-0.6	3.0%	-7.3%	2.7%	-19.1%	-9.3%
COc1ccc(Oc2ncccc2[N+](=O)[O-])cc1	7.7%	-6.9%	-0.2	4.9	1.3%	9.5%	-21.7%	8.7%	6.6%
COc1ccccc1-c1cccc([C@@H]2C[C@H]3[C@H](CON3C)CN2S(=O)(=O)c2ccccc2C)c1	1.4%	4.2%	-0.6	1.1	18.8%	6.4%	-2.7%	43.9%	-3.7%
O=C(O)c1cccc(S(=O)(=O)Nc2ccc3c(c2)OCO3)c1	3.2%	5.1%	-3.2	x	-4.0%	-4.2%	-8.4%	22.3%	6.1%
CCOc1ccccc1OCC(=O)Nc1cc(S(=O)(=O)N2CCCCC2)ccc1OC	1.1%	-4.1%	1.2	7.1	-4.2%	8.0%	-3.9%	17.7%	-30.6%
CCOc1cc(-c2conc2N)cc(OCC)c1OCC	-8.4%	7.9%	-3.7	x	0.6%	-3.1%	-2.6%	17.2%	4.1%
CCCCn1c2nc3ccccc3nc2c2c(=O)n(C(C)CC)cnc21 (stereo not drawn)	-12.6%	-2.0%	0.7	x	1.0%	-2.8%	-5.0%	11.0%	-18.4%
Cc1ccc2oc(C(=O)NCc3ccc4c(c3)OCO4)c(C)c2c1	-27.4%	-7.8%	-0.1	-5.1	-4.5%	18.4%	0.2%	6.2%	-7.9%
O=c1[nH]c2cc3c(cc2cc1CN(CCc1ccccc1)C(=S)NCCCN1CCOCC1)OCCO3	-1.4%	0.4%	-0.8	7.0	-0.9%	-0.4%	0.3%	20.2%	-1.5%
O=C(Oc1cccc(Nc2ncnc3ccccc23)c1)c1ccccc1Cl	4.8%	-11.6%	-2.9	-1.1	-8.0%	18.0%	-2.6%	25.6%	-2.1%
N#Cc1cc2c(nc1S(=O)(=O)Cc1ccccc1)CCCC2	11.1%	4.3%	5.0	0.5	3.1%	2.0%	-7.9%	0.1%	-0.9%
O=C(NCCc1ccccn1)c1cc(-c2cccc3ccccc23)nc2ccccc12	-19.1%	-6.3%	1.2	2.3	-1.1%	3.3%	-6.8%	-0.2%	1.1%

Reprinted from the part before: 3 entries, followed by the next part.
SMILES	Abeta rescue	EPAC1 antag	IL2 activator	PI5P4K alpha inh	aSyn yeast inh	EPAC1 agonist	PLK1 PBD inh	FUS yeast rescue	WRN inhibitor
O=C(Oc1cccc(Nc2ncnc3ccccc23)c1)c1ccccc1Cl	4.8%	-11.6%	-2.9	-1.1	-8.0%	18.0%	-2.6%	25.6%	-2.1%
N#Cc1cc2c(nc1S(=O)(=O)Cc1ccccc1)CCCC2	11.1%	4.3%	5.0	0.5	3.1%	2.0%	-7.9%	0.1%	-0.9%
O=C(NCCc1ccccn1)c1cc(-c2cccc3ccccc23)nc2ccccc12	-19.1%	-6.3%	1.2	2.3	-1.1%	3.3%	-6.8%	-0.2%	1.1%
CCc1nnc(NS(=O)(=O)c2ccc(NC(=O)c3ccco3)cc2)s1	u	-7.7%	0.4	4.5	3.5%	4.2%	-10.7%	12.8%	-5.9%
N#Cc1ccc(CSc2nnc(-c3cccs3)n2-c2ccccc2)cc1	-26.8%	-11.5%	-0.1	-0.1	4.3%	14.6%	-19.2%	26.0%	-1.3%
Cc1nc(NCc2ccccc2)c(C(N)=O)c2c1COC(C)(C)C2	-10.6%	-5.9%	-0.4	-4.6	5.9%	2.3%	-0.8%	-21.2%	-2.5%
COc1cc(NS(=O)(=O)c2ccc(NC(=O)c3ccc([N+](=O)[O-])cc3)cc2)ncn1	6.0%	-5.9%	-3.7	-2.9	-5.8%	7.1%	1.8%	x	u
CCOCCn1c(N(C)Cc2ccccc2)nc2c1c(=O)[nH]c(=O)n2C	-0.8%	-2.5%	-1.9	0.0	-10.3%	-0.4%	-2.0%	-9.4%	-7.4%
COc1cccc(C(=O)Nc2c3c(nn2-c2ccccc2C)CS(=O)C3)c1OC (stereo not drawn)	3.3%	0.6%	-0.8	-1.5	7.2%	2.6%	4.8%	6.1%	-9.4%
COC(=O)c1ccc(N=NNc2ccc(C(=O)OC)cc2)cc1	25.1%	-1.6%	0.7	-10.5	-6.8%	1.1%	3.3%	3.0%	-15.8%[57.1 µM]
COc1ccc(/C=C2\SC(=O)N(CCn3cnnn3)C2=O)cc1	-7.4%	-3.1%	-2.1	-2.4	-0.7%	-3.6%	-4.0%	18.1%	2.9%
CSc1nnnn1-c1ccc(Cl)cc1	-3.2%	-0.1%	-0.4	4.6	-0.3%	5.2%	2.6%	-13.0%	-6.6%
COc1ccccc1NC(=O)Nc1nc(CC(=O)NCc2c(F)cccc2F)cs1	19.6%	1.4%	-4.1	-9.0	-0.5%	-4.9%	2.9%	12.2%	-2.0%
Cn1c(=O)c(=O)n(C)c2cc(S(=O)(=O)N3CCCC3C(=O)NCc3cccs3)ccc21 (stereo not drawn)	-4.6%	-1.7%	3.9	6.8	-3.0%	-3.0%	-0.4%	16.7%	1.9%
CCOC(=O)c1ccc(N2C(=O)c3n[nH]c(C)c3C2c2ccco2)cc1 (stereo not drawn)	-1.7%	9.6%	1.2	-4.5	-10.2%	-3.6%	-4.0%	2.5%	-1.0%
C/C(=N\N1CCN(c2ccccc2)CC1)c1ccncc1	11.0%	3.0%	1.4	-8.7	0.3%	6.2%	-9.6%	-15.8%	0.4%
Cc1nn(C(C)C(=O)NNC(=S)Nc2ccc(Cl)cc2)c(C)c1[N+](=O)[O-] (stereo not drawn)	-10.2%	-12.4%	0.2	x	-1.4%	-5.0%	u	36.9%	-3.7%
Cc1cccc(C)c1NC(=O)C1(C)CSCC(=O)N1Cc1cccs1 (stereo not drawn)	-6.4%	-6.8%	0.8	-0.1	-9.7%	7.7%	-5.9%	-7.1%	0.4%
CC(C)NC(=O)CCS(=O)(=O)c1ccc(Br)s1	14.5%	-1.1%	2.4	x	1.9%	3.0%	2.1%	11.9%	0.4%
Cc1cccc(OCC(=O)Nc2nonc2NC(=O)COc2cccc(C)c2)c1	1.4%	-9.6%	1.2	-0.2	-7.4%	1.7%	-9.0%	x	-10.8%
CCOc1ccc(C(c2nnnn2C(C)(C)C)N2CCN(C(=O)c3ccco3)CC2)cc1 (stereo not drawn)	-10.4%	2.2%	-0.8	-4.0	-1.9%	9.3%	-13.4%	2.7%	-1.2%
Cc1ccccc1CC1(CO)CCCN(Cc2ccccc2Cl)C1 (stereo not drawn)	-3.1%	-21.5%	0.4	13.8	0.2%	4.3%	-1.0%	2.5%	-2.2%
Cc1nc(NC(=O)COC(=O)C2=NNC(=O)CC2)c(Cl)cc1Cl	-6.3%	-4.2%	0.7	1.1	-5.6%	1.3%	-18.9%	5.0%	-6.1%
CC(=O)Nc1c(Cl)c(Cl)c2c(c1Cl)Cc1cc(Cl)ccc1-2	1.1%	-1.5%	-3.4	1.3	3.7%	2.8%	0.1%	x	-9.4%
O=C(N/N=C/c1cccs1)c1cnccn1	27.4%	-7.1%	0.4	2.0	0.5%	0.8%	-3.4%	8.2%	-16.3%[57.1 µM]
CN(CC(=O)Nc1ccc(F)c(F)c1F)C(=O)CN1C(=O)C2CCCCC2C1=O (stereo not drawn)	2.3%	12.0%	-0.1	6.2	-8.0%	4.4%	-3.5%	1.4%	-21.3%
OC(c1ccccc1)(c1ccccc1)c1ccn[nH]1	u	-1.2%	-1.3	10.1	0.8%	-2.2%	-5.0%	-12.9%	3.4%
CCc1ccc(CNCc2cccnc2)cc1	3.9%	10.3%	-0.4	-3.9	4.4%	-1.2%	-19.7%	9.6%	6.5%

Screens (PubChem)
